RBX1-CUL1 inh – inhibitors of human ROC1-CUL1 ubiquitin ligase activity | P62877+Q13616 | in vitro K48 di-Ub FRET, acceptor:donor ratio, 45 min | inhibition, % at 10 µM | 0.6% of 140,000 active; in the data active means inhibition above about 25%
Target sequence (P62877 whole entry, looked up): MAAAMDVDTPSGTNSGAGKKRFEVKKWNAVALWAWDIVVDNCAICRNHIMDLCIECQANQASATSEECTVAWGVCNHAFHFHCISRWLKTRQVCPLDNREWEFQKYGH
Target sequence (Q13616 whole entry, looked up): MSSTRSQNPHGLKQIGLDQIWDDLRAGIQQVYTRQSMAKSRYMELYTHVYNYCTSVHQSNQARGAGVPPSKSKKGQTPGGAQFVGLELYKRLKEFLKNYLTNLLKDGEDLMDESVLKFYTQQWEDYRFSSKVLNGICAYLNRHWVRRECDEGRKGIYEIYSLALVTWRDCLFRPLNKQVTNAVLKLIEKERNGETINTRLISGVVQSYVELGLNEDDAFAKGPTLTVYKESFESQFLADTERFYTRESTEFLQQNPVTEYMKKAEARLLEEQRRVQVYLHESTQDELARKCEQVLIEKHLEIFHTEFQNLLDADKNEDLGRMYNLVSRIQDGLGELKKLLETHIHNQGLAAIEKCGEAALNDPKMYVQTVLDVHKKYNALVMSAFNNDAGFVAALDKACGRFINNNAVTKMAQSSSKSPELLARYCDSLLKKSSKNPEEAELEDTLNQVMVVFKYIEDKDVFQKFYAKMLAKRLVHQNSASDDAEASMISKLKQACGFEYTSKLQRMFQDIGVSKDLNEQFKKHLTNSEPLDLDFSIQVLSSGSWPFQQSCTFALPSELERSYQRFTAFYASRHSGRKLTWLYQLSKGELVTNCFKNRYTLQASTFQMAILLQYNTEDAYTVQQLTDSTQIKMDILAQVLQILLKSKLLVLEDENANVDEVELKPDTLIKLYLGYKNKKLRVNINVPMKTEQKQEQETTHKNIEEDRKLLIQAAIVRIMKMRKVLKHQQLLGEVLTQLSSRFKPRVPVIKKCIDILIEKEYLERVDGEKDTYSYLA
The depositor's hits bear a star. Some of the compounds tested; count on the stated rates, not on these rows.

| SMILES | RBX1-CUL1 inh |
| --- | --- |
| Nc1c(C(=O)Nc2ccccc2C(F)(F)F)sc2nc(-c3ccccc3)cc(-c3ccccc3)c12 | -1.6 |
| Cc1nccn1Cc1ccccc1NC(=O)c1ccc(C2CCCN2)s1 (stereo unspecified) | 7.5 |
| CC(C)Oc1ccc(CNC(=O)c2cc3cccc4c3n2CC(C)S4)cc1 (stereo unspecified) | -13.0 |
| C=CCOc1ccc(NC(=O)C2CCCCC2)cc1 | -1.0 |
| COc1cc(/C=C2\SC(=O)N(Cc3ccc(F)cc3)C2=O)c(Br)cc1OCC(=O)O | 9.4 |
| CC(C)c1ccc2c(c1)C(N1CCN(C(C)C)CC1)Cc1ccc(F)cc1S2 (stereo unspecified) | 2.8 |
| O=C1CC(c2cccc(Br)c2)C2=C(CCCC2=O)N1 (stereo unspecified) | -11.5 |
| COc1ccc(NC(=O)CSc2ccc3nc(-c4ccccc4)cn3n2)c(OC)c1 | 3.6 |
| Cc1cccc(N(CCOC(=O)c2cccc(Br)c2)C2NS(=O)(=O)C3CCCCC23)c1 (stereo unspecified) | 7.8 |
| CC(C)(C)c1ccc(C2Sc3ccccc3N=C3c4ccccc4C(=O)C32)cc1 (stereo unspecified) | 5.8 |
| Cc1ccc(NC(=O)CCC(=O)NNC(=O)COc2ccc([N+](=O)[O-])cc2)cc1C | -4.7 |
| CCOc1cc(C)c(Cl)cc1S(=O)(=O)N1CCCC1 | -6.4 |
| COc1ccc(CCNc2nc3ccccc3c3nc(-c4cccc(C)c4)nn23)cc1OC | -0.5 |
| COc1ccc(CCNC(=O)CN(c2cc(C)ccc2OC)S(C)(=O)=O)cc1 | 5.1 |
| COc1cc(OC)cc(-c2nc3nc(C)c(CCC(=O)Nc4ccc(C)c(C)c4)c(C)n3n2)c1 | 9.0 |
| COc1nc(OC)nc(Oc2ccc([N+](=O)[O-])cc2Cl)n1 | -4.2 |
| CC(=O)Nc1ccc(C2=NN(Cc3nnc(-c4ccccc4)o3)C(=O)SC2)cc1 | 3.3 |
| COc1ccc(NC(=O)NN(C(=O)c2ccccc2)C(C)(C)C)cc1 | 0.6 |
| Cc1cccc(C)c1NC(=O)C(NS(=O)(=O)c1cccs1)c1ccccc1 (stereo unspecified) | 0.1 |
| CN1OC(c2ccccc2)=C(CO)C1c1ccccc1 (stereo unspecified) | 4.2 |
| Cc1[nH]nc2c1C(c1ccc(F)cc1)N(c1ccc(Br)cc1)C2=O (stereo unspecified) | 9.3 |
| Cc1ccc2nc(-c3ccc(O)cc3)cc(-c3ccccc3)c2c1 | 3.2 |
| CCN(CC)C(=O)c1cc(-c2ccc(C)cc2)on1 | -2.1 |
| CCCC(=O)Nc1ccc(C)c(C)c1 | -3.8 |
| CCN(C(=O)Cn1cc(S(=O)(=O)N2CCN(c3ccccc3F)CC2)c2ccccc2c1=O)c1ccc(C)c(C)c1 | 1.8 |
| Cc1ccc(C(C)C)c(OCC(=O)Nc2ccc3c(c2)nc(CCNC(=O)c2ccco2)n3C)c1 | 0.1 |
| COc1ccc(NC(=O)CSc2nc(-c3ccccc3)c(C#N)c(=O)[nH]2)cc1 | 0.4 |
| CCC(=O)N(Cc1cc2c(OC)ccc(OC)c2nc1N1CCOCC1)CC1COc2ccccc2O1 (stereo unspecified) | -3.9 |
| CCCC(=O)OCc1cnc(C)c2oc(=O)c(C(=O)Nc3ccc(F)cc3C)cc12 | 3.0 |
| CC1SC(c2ccc(Br)cc2)N(c2ccccc2)C1=O (stereo unspecified) | 8.8 |
| COc1cccc(/C=C/c2nc(C#N)c(NCCc3ccc(OC)c(OC)c3)o2)c1 | -4.4 |
| Cc1ccc(NC(=O)N2CCN(S(C)(=O)=O)CC2)c(C)c1 | -3.4 |
| CCCC(=O)OCc1cnc(C)c2oc(=O)c(C(=O)Nc3ccccc3)cc12 | -1.4 |
| C(#CCN1CCN(Cc2ccccc2)CC1)COCCOC(c1ccccc1)c1ccccc1 | -2.7 |
| COc1ccc(-c2c(C#N)c3n(c2C(=O)c2ccccc2)CCc2cc(OC)c(OC)cc2-3)cc1OC | 8.7 |
| CCC1C(=O)NCCN1Cc1cnc(S(=O)(=O)C2CCCCCC2)n1CCOC (stereo unspecified) | 6.3 |
| O=C(CN1C(=O)CC(c2ccco2)Sc2ccccc21)Nc1ccc(OC(F)(F)F)cc1 (stereo unspecified) | -3.5 |
| CCCSc1nc2sc3c(c2c(=O)n1-c1ccc(OC)cc1)CCC(C(C)(C)C)C3 (stereo unspecified) | 4.1 |
| Cc1ccc(C)c(NC(=O)CCCn2c(C)c3cnn(-c4ccccc4)c(=O)c3c2C)c1 | -1.7 |
| Cn1c(-c2ccc(C(N)=NCCCN)cc2)c[n+]2ccccc12 | -7.5 |
| O=C(Nc1ccccc1Cl)N1CCSc2ccccc21 | 0.2 |
| Cc1ccccc1Cn1c(=O)n(CCCCCC(=O)NCc2ccc3c(c2)OCO3)c(=O)c2sccc21 | -3.5 |
| CC(C)(C)c1ccc(-c2nnc(-c3ccccc3NC(=O)c3cccc(C(F)(F)F)c3)o2)cc1 | -4.1 |
| CCn1c(-c2c(Cl)c(C)nn2C)n[nH]c1=S | -7.7 |
| CCCC1=NN2C(=N)/C(=C/c3ccc(-c4cccc(C(=O)O)c4)o3)C(=O)N=C2S1 | 10.7 |
| CCN(CCO)Cc1csc2ccc(Cl)cc12 | 0.2 |
| Cc1ccc(Oc2coc3cc(OC(=O)c4cc5ccccc5oc4=O)ccc3c2=O)cc1 | 4.9 |
| O=C(CC(c1ccccc1)c1ccc2c(c1)OCO2)NCCN1CCOC1=O (stereo unspecified) | -8.7 |
| O=C(OCCN1CCCCC1)c1cc(Br)cc(Br)c1 | 3.1 |
| Brc1cnn(-c2nc(N3CCOCC3)nc(N3CCOCC3)n2)c1 | -7.0 |
| CC(=O)NCCNC(=O)CCc1nnc(CCC2CCCCC2)o1 | 2.1 |
| CCOC(=O)C(C(=O)OCC)=C1C=CN2C=CC=CC2=C1 | 2.6 |
| CC1=NC(=O)NC(c2ccc(Cl)cc2)C1C(N)=O (stereo unspecified) | -5.6 |
| COc1ccc(N2C(C)=Nc3ccc(C)c4nc(C)cc2c34)cc1 | -9.7 |
| CCc1cc(C(=O)NNC(=S)Nc2cccc(C)c2)cs1 | -6.2 |
| COc1ccccc1N1C(=O)/C(=C\c2cccs2)SC1=NC(=O)c1ccccc1 | -0.4 |
| O=S(=O)(c1ccc(Cl)cc1)c1nc(-c2ccccc2Br)oc1NCc1ccccc1 | 3.5 |
| O=S(=O)(Nc1ccc2c(c1)CCC2)c1cccc(S(=O)(=O)c2ccc(Cl)cc2)c1 | 4.0 |
| CC(C)(N)c1cn(CC2CCN(C(=O)NCc3ccco3)CC2)nn1 | -10.9 |
| CCNc1ccccc1C(=O)OCC(=O)c1ccc(Cl)c(Cl)c1 | 10.7 |

Next structures.
| SMILES | RBX1-CUL1 inh |
| --- | --- |
| CCOc1ccc(CCNC(=O)C2COc3ccccc3C2)cc1OCC (stereo unspecified) | -2.0 |
| Cc1cc2nc(NC(=O)C(C)c3cccc(C(=O)c4ccccc4)c3)sc2cc1C (stereo unspecified) | 0.7 |
| O=S1(=O)c2ccccc2N(Cc2cccc(C(F)(F)F)c2)c2ccccc21 | -5.1 |
| Cc1cc(Br)ccc1NC(=O)CCNS(=O)(=O)c1cccc2nonc12 | -3.0 |
| CCn1cc(CN(CCOC)CC2CCCN(C3Cc4ccccc4C3)C2)cn1 (stereo unspecified) | -2.3 |
| CC1CN(S(=O)(=O)c2ccc(F)cc2)CC(C)O1 (stereo unspecified) | -3.0 |
| CCOc1ccc(CNC(=O)CSc2nnc(C)c3c(C)n(-c4ccccc4)nc23)cc1 | -12.9 |
| CCC(C)C(=O)C(=O)NCc1nc(-c2cccc(NC(=O)C3CCOCC3)c2)oc1C (stereo unspecified) | 0.4 |
| Cc1ccc(CNC(=O)c2cccn2-c2nnc(N3CCCC3)s2)cc1 | 3.9 |
| CC(CNC(=O)c1cc2cc(S(=O)(=O)N3CCCCC3)ccc2n1C)c1ccccc1 (stereo unspecified) | 0.2 |
| O=C(CSc1ccc2ccccc2n1)N/N=C/c1cccc2ccccc12 | 0.1 |
| CCn1c(SCC(=O)Nc2ccccc2C)nnc1-c1ccc(C)cc1 | -4.8 |
| Cc1ccccc1C(O)c1cccc(O)c1 (stereo unspecified) | 4.6 |
| O=C1CCCN1CC1CCN(c2nc3nonc3nc2NCc2ccccc2)CC1 | 3.1 |
| Cc1cc(C(=O)N/N=C/c2ccc(C)s2)cs1 | 2.9 |
| O=c1[nH]c2ccc(NCc3ccc(-c4ccc(Br)cc4)o3)cc2[nH]1 | 9.0 |
| CN1CCc2c(sc(NC(=O)CSc3ccccc3)c2-c2nc3ccccc3s2)C1 | 3.7 |
| CC1=Nc2ncnn2C(c2cccs2)C1C(=O)Nc1ccccc1Cl (stereo unspecified) | 3.9 |
| O=C(O)c1ccc2c(c1)C(=O)N(c1ccccc1[N+](=O)[O-])C2=O | 7.9 |
| Cc1cccc(C(=O)Nc2ccccc2)c1CC(C)(C)C | -3.2 |
| COc1ccc(CNCc2c(C(=O)O)c(C)n(Cc3ccccc3C)c2C)cc1OC | -7.5 |
| CSc1ccc([C@@H]2[C@H]3CN(C(=O)OC(C)(C)C)CC=C3C(C#N)C(=N)C2(C#N)C#N)cc1 (stereo partly specified) | 8.0 |
| CC(C)CNC(=O)CN(C1CCCCC1)S(C)(=O)=O | 1.4 |
| Cc1cc(CSc2ccccc2)ccc1NC(=O)Cc1ccccc1 | 6.2 |
| O=c1[nH]c(N2CCOCC2)nc2ccccc12 | 3.7 |
| CCOC(=O)C1(N2CCCC2)c2ccccc2-c2ccccc21 | 4.3 |
| O=C(c1ccccc1)c1coc2cc(Br)c(O)c(Br)c12 | 15.1 |
| N#C/C(=C\c1ccc(Cl)cc1)c1nc(-c2cc3c(ccc4ccccc43)oc2=O)cs1 | -7.4 |
| COc1ccc(-c2nc3scc(CCNS(=O)(=O)c4c(C)cc(C)cc4C)n3n2)cc1OC | -7.7 |
| Cc1ccc(C)c(N2CCN(C(=O)Cn3c(-c4cccs4)cc4ccccc43)CC2)c1 | 2.5 |
| COc1ccc2ccccc2c1C1NC(=S)N=C(C)C1C(=O)Nc1cccc(C)c1C (stereo unspecified) | 6.0 |
| Cc1cccc(C)c1NC(=O)Cn1c(=O)n(Cc2ccccc2Cl)c(=O)c2cccnc21 | -2.1 |
| CCn1c(Cc2ccccc2)nnc1SCC(=O)Nc1cc(Cl)cc(Cl)c1 | 3.6 |
| CC(C)N(Cc1ccccc1)S(=O)(=O)c1ccc(N2CCCCS2(=O)=O)cc1 | 0.5 |
| Cc1ccc(-c2nn3c(-c4ccccn4)nnc3s2)cc1C | 4.9 |
| Cc1ccc2c(CC(=O)N3CCCC3c3ccc(C(N)=O)s3)coc2c1 (stereo unspecified) | -6.1 |
| O=C(Cn1ccn(-c2ccc(F)c(F)c2)c(=O)c1=O)NCc1ccccc1 | 1.0 |
| CCOC(=O)c1cn(NC(=O)CC#N)c2c(F)c(F)c(F)cc2c1=O | 6.6 |
| CCOc1ccccc1NC(=O)c1sc2nc3n(c(=O)c2c1C)CCCCC3 | 7.5 |
| Cc1cc(NC(=O)Cn2ccnn2)n(C(C)C2CC2)n1 (stereo unspecified) | 0.0 |
| Cc1cccn2c(=O)c3cc(C#N)c(=O)n(-c4nnc(SCc5ccccc5F)s4)c3nc12 | -0.3 |
| O=S(=O)(Cc1ccc(F)cc1)Nc1ccc(F)cc1 | -13.0 |
| CC(C)COC(=O)n1nnc2ccccc21 | -1.3 |
| COC(=O)C(NC(=O)c1ccc(OC)cc1)(Nc1nc(C2CC2)cs1)C(F)(F)F (stereo unspecified) | -8.3 |
| CCCN1CC=C2C(C#N)C(=N)C(C#N)(C#N)C(c3ccsc3)C2C1 (stereo unspecified) | -3.0 |
| CCCC1=C(C(=O)OCC)C(c2cc(OC)ccc2OC)n2c(s/c(=C\c3ccccc3)c2=O)=N1 (stereo unspecified) | -7.4 |
| COc1ccccc1CNC(=O)c1ccccc1NC(=O)c1nsc2ccccc12 | -3.9 |
| Cc1ccc2nc(-c3c(-c4ccccc4)c4cc(Cl)ccc4[nH]c3=O)cc(-c3ccccc3)c2c1 | -3.7 |
| O=C1Nc2ccc(Br)cc2C1NC(=O)C(F)(F)F (stereo unspecified) | 0.5 |
| COC(=O)c1ccccc1SC#N | -2.6 |
| CCN(c1ccc(OC)cc1)S(=O)(=O)c1nnc(NC(=O)c2ccccc2C)s1 | -8.0 |
| O=C(Cc1ccc(Br)cc1)NCc1ccc(Cl)cc1 | -0.3 |
| COC(=O)c1cc(Br)ccc1-c1ccc(C=C2C(=O)NC(=S)NC2=O)o1 | 7.5 |
| CC(C)(C)c1cc(C(C)(C)C)cc(C(C)(C)C)c1 | -2.6 |
| Cc1ccc(S(=O)(=O)NCCc2cn3c(C)csc3n2)cc1 | 3.2 |
| Cc1c(Cl)cccc1NC(=O)CCC(=O)NNC(=O)CCc1ccccc1 | 1.0 |
| CCOC(=O)c1c(C)[nH]c(C)c1S(=O)(=O)N(C)CC(=O)Nc1cccc(C(F)(F)F)c1 | 9.9 |
| O=C(Nc1cccc(Cl)c1Cl)c1ccccc1NC(=O)C1CC=CCC1C(=O)O (stereo unspecified) | -1.2 |
| CC(C)N(C(=O)CSc1nc2ccccc2[nH]1)C(C)C | 0.1 |
| CC(C)c1ccc(OCC(=O)Nc2cc(-c3nc4ncccc4o3)ccc2Cl)cc1 | 10.8 |

Given with the structure last: part of the list above.
RBX1-CUL1 inh	canonical_smiles
-0.3	O=C(Cc1ccc(Br)cc1)NCc1ccc(Cl)cc1
7.5	COC(=O)c1cc(Br)ccc1-c1ccc(C=C2C(=O)NC(=S)NC2=O)o1
-2.6	CC(C)(C)c1cc(C(C)(C)C)cc(C(C)(C)C)c1
3.2	Cc1ccc(S(=O)(=O)NCCc2cn3c(C)csc3n2)cc1

Further structures follow:
| SMILES | RBX1-CUL1 inh |
| --- | --- |
| CCn1c2ccccc2c2cc(NC(=O)c3ccncc3)ccc21 | 2.0 |
| O=C1C2C3c4ccccc4C([N+](=O)[O-])(c4ccccc43)C2C(=O)N1Cc1ccco1 (stereo unspecified) | 5.1 |
| O=C(CSc1nc2sc3c(c2c(=O)n1-c1ccc(F)cc1)CCCC3)N1CCCC1 | 0.4 |
| COc1ccc(-n2c(=O)c3c4c(sc3n3c(=S)[nH]nc23)CCCC4)cc1 | -5.8 |
| CCc1c(C)nc2c(C)cccc2c1Cl | 1.9 |
